BoNT-F LC inh – blocks Botulinum neurotoxin F light chain protease; Multiplex microsphere protease cleavage assay, flow cytometry; inhibition, % at 10 µM; 0.22% of 360,000 active; in the data active = inhibition above about 35%, passing the limit was not always enough; inconclusive = no clear call, values can overlap the other calls; also: plate controls were buffer without enzyme for full effect and enzyme alone for no effect
Rv3671c inh – inhibits the M. tuberculosis serine protease Rv3671c; P9WHR9; inhibition, % at 5.96 µM; 0.048% of 320,000 active; AID 2606; in the data active = inhibition above about 38%;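 also: extracellular domain of Rv3671c used as enzyme; 0% = enzyme with DMSO and 100% = no enzyme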
Mtb BioA inh – blocks M. tuberculosis BioA enzyme activity; 0.096% of 360,000 active; inhibition, % at 9.99 µM; purified M. tuberculosis BioA enzyme, plate reader; AID 602481; in the data active = inhibition above about 40%; inconclusive = no clear call, values can overlap the other calls
CCHFV vOTU inh – CCHFV vOTU protease inhibition. Pep-AMC fluorescence. inhibition, % at 11.5 µM. 0.55% of 370,000 active. AID 651958; also: 0% = vehicle wells with enzyme and 100% = no enzyme wells
MazF activator – MazEF (E. coli) toxin RNase activation. P0AE70. activation, % at 20 µM. FAM/BHQ RNA-DNA oligo cleavage fluorescence, 5 h. AID 504720. 0.32% of 350,000 active; in the data active = activation above about 50%
Target sequence (P0AE70 whole entry, looked up): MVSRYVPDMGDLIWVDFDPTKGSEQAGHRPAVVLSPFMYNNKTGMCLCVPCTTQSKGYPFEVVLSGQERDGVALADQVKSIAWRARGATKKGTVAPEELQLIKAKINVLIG
FadD28 FP inh – M. tuberculosis FadD28 bisubstrate binding inhibition. FadD28 bisubstrate probe binding, fluorescence polarization. 0.22% of 360,000 active. inhibition, % at 12.5 µM; in the data active = inhibition above about 8.5%, passing the limit was not always enough; inconclusive = no clear call, values can overlap the other calls
GDH-TPI inh – GDH-TPI coupled enzyme inhibition counter-screen; AID 588335; GDH-TPI coupled enzyme counterscreen, NADH absorbance; 1.2% of 360,000 active; inhibition, % at 4.8 µM;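 also: 0% = DMSO wells and 100% = wells lacking the enzyme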
DUSP3 inh – inhibitors of human VHR1 phosphatase (DUSP3); recombinant VHR phosphatase, pNPP absorbance; inhibition, % at 13.3 µM; 0.52% of 290,000 active; AID 1654; in the data active = inhibition above about 50%; also: some compounds called inactive have numbers as strong as hits
Target sequence (P51452 whole entry, looked up): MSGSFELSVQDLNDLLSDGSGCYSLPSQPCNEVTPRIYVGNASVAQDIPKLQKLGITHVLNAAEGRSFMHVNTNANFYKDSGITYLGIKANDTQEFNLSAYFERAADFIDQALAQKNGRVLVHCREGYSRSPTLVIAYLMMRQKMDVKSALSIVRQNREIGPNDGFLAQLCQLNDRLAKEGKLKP
Mtb FBA inh – Mtb fructose-bisphosphate aldolase inhibition; P9WQA3; purified M. tuberculosis FBA, fluorescence read-out; 2.3% of 360,000 active; inhibition, % at 1 µM; in the data active = inhibition above about 27%;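 also: 0% = vehicle and 100% = reference inhibitor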
Target sequence (P9WQA3 whole entry, looked up): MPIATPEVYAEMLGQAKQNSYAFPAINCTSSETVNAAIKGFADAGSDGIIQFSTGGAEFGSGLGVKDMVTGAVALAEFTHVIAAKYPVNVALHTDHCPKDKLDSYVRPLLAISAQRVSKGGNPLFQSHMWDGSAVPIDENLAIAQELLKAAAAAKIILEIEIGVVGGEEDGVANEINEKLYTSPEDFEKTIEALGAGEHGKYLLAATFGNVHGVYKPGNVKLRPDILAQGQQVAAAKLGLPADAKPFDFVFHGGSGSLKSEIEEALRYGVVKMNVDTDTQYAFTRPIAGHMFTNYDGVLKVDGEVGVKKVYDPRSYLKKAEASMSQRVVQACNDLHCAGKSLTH
Mtb UGM inh – blocks M. tuberculosis UGM enzyme; purified UGM, fluorescence polarization probe displacement; inhibition, % at 10 µM; 0.06% of 320,000 active; P9WIQ1; in the data active = inhibition above about 10%, passing the limit was not always enough; inconclusive = no clear call, values can overlap the other calls
Target sequence (P9WIQ1 whole entry, looked up): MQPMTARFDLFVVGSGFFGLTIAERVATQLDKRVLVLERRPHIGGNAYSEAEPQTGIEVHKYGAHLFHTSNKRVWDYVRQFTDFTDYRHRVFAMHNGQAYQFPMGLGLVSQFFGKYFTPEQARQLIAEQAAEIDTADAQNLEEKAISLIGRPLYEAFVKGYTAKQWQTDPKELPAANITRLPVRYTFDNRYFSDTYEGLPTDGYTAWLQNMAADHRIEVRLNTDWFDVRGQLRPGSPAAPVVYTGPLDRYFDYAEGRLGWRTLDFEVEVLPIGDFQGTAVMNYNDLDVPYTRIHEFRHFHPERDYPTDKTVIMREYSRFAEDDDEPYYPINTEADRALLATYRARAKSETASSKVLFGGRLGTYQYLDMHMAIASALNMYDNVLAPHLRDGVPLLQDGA
* marks the source's active call; other numbers are inactive results; ? = inconclusive; . = no result given. Rule as the data show it, unless noted: active = inhibition above about 30%; inactive = the rest.

SMILES	BoNT-F LC inh	Rv3671c inh	Mtb BioA inh	CCHFV vOTU inh	MazF activator	FadD28 FP inh	GDH-TPI inh	DUSP3 inh	Mtb FBA inh	Mtb UGM inh
CNS(=O)(=O)c1cccc(C(=O)OCc2cc(Cl)cc3c2OCOC3)c1	7	-5	-0.8	8	-3	-3.9	5	15	-1	-0.5
OCCNCc1c(OCc2ccc(Cl)cc2)ccc2ccccc12	?	-11	-0.5	10	9	-2.5	1	.	1	0.2
COc1ccc(C(c2c(NC(=O)c3ccccc3)sc(C)c2C)N2CCN(CCO)CC2)cc1 (stereo not drawn)	-2	16	.	2	-1	-1.9	3	3	1	1.5
CC(=O)OC(C)(C)/C=C/C(=O)[C@](C)(O)C1[C@H](O)C[C@@]2(C)C3CC=C4C(C=C(O[C@@H]5O[C@H](CO)[C@@H](O)[C@H](O)[C@H]5O)C(=O)C4(C)C)[C@]3(C)C(=O)C[C@]12C (stereo partly drawn)	0	1	0.8	-3	1	-2.4	12	.	2	-2.4
Cc1ccc2c(Cl)c(C(=O)NCC3CCCO3)sc2c1 (stereo not drawn)	0	-1	-2.7	3	-5	-1.4	13	12	-2	-3.9
COc1ccc(COC(=O)c2cc([N+](=O)[O-])ccc2N2CCOCC2)cc1F	2	4	0.5	5	4	-4.5	13	.	-3	2.6
COc1ccccc1-n1c(O)c(/C=N/N2CCCCC2)c(=O)n(-c2ccccc2OC)c1=S	-1	-1	.	-3	0	-0.8	14	-2	-2	1.7
N#C/C(=C\Nc1ccccc1SC(F)(F)F)c1nc(-c2ccccc2)cs1	-2	-17	.	0	3	-3.3	7	13	-1	-0.4
O=C(CSc1nnc(CCCO)n1-c1ccccc1)NCCc1ccccc1	-3	-2	-3.2	12	4	-2.2	0	-1	-2	-1.8
CC(NS(=O)(=O)c1ccccc1)C(c1cccs1)N1CCOCC1 (stereo not drawn)	1	3	-0.1	-5	7	-0.5	-9	4	1	0.1
CCOc1c(C)cnc2c1c(=O)n(Cc1ccccc1F)c(=O)n2C	2	-14	-0.1	3	10	-3.0	-10	17	-3	-3.1
Nc1ccccc1S(=O)(=O)NCCCCc1ccccc1	-1	-6	-2.4	3	1	0.0	1	-34	3	-1.8
CCOc1ccccc1N(CC(=O)Nc1ccccc1C(=O)O)S(C)(=O)=O	-9	-1	-0.2	7	3	-5.1	-9	-12	1	0.9
CCO[C@@H]1OC(C(=O)NCc2nc3ccccc3[nH]2)=C[C@H](c2csc3ccccc23)[C@H]1CCCO	-7	-10	0.1	4	-1	-0.2	-3	10	-3	-3.1
COc1ccc(OC)c(CCNC(=O)CC2(CC3=NS(=O)(=O)c4ccccc4N3)CCCC2)c1	7	2	0.3	6	3	-2.8	2	17	5	1.4

Brought forward from above: 2 entries, followed by the next part.
SMILES	BoNT-F LC inh	Rv3671c inh	Mtb BioA inh	CCHFV vOTU inh	MazF activator	FadD28 FP inh	GDH-TPI inh	DUSP3 inh	Mtb FBA inh	Mtb UGM inh
CCO[C@@H]1OC(C(=O)NCc2nc3ccccc3[nH]2)=C[C@H](c2csc3ccccc23)[C@H]1CCCO	-7	-10	0.1	4	-1	-0.2	-3	10	-3	-3.1
COc1ccc(OC)c(CCNC(=O)CC2(CC3=NS(=O)(=O)c4ccccc4N3)CCCC2)c1	7	2	0.3	6	3	-2.8	2	17	5	1.4
CCOC(=O)C1(CC2CC2)CCN(Cc2cn(C)c3ccccc23)CC1	1	-9	.	8	6	-3.9	-1	28	-3	-2.3
Cc1ccc(N2C(=O)c3ccccc3C2=O)cc1	3	-8	-1.5	5	7	-1.9	-9	12	2	1.1
CCOC(=O)c1c(CSc2cccs2)n(C)c2cc(Br)c(O)c(CN(C)C)c12	-12	5	2.1	0	-1	-0.5	9	4	8	-1.1
CCOc1ccccc1N1CCN(Cc2ccco2)CC1	-1	1	-0.8	-14	-8	-1.9	1	-30	2	2.3
CCOc1ccccc1NC(=O)CSc1nnc2ccc(-c3cccnc3)nn12	0	-9	4.5	2	-5	-0.9	10	30	-2	-0.9
COc1ccc(OC)c(NC(=O)c2ccc3c(c2)CCN3S(C)(=O)=O)c1	-8	7	-1.6	-5	-6	0.4	15	25	4	-1.9
Cc1ccc2cc(CN(Cc3ccco3)S(=O)(=O)c3c(C)ccc4nsnc34)c(=O)[nH]c2c1	-5	-1	-1.4	1	6	-2.8	32*	-12	1	1.6
CC(=O)Nc1ccc(OCCC[n+]2cccc(C(=O)[O-])c2)cc1	-6	9	0.9	13	4	-3.4	-4	20	0	-0.1
c1ccc2sc(N3CCCN(Cc4nc(-c5cnccn5)no4)CC3)nc2c1	-4	1	1.1	6	3	-3.4	1	22	1	-0.5
CN(C)S(=O)(=O)c1ccc2c(c1)C(=O)c1cc(S(=O)(=O)N(C)C)ccc1CC2	0	4	0.1	7	8	0.1	7	.	3	1.9
CN(C)c1c(N)c(=O)oc2ccccc12	3	-3	.	11	1	-0.5	10	25	-2	0.2
O=C(NCc1ccccc1)c1cc(C2CCCCN2C(=O)c2ccc3c(c2)CCO3)on1 (stereo not drawn)	8	.	0.7	10	.	-1.8	-6	.	-1	.
COc1cccc(N(C(=O)Cn2nnc(-c3cccs3)n2)C(C(=O)NC(C)C)c2ccc(C)o2)c1 (stereo not drawn)	-1	-5	.	1	6	-2.9	-9	19	2	-3.6
Cc1ccccc1-n1nnnc1SCC(=O)NC1CC1	-6	5	.	5	5	1.4	1	.	2	-0.1
CCN(CC)S(=O)(=O)c1ccc(N2CCOCC2)c(NC(=O)Cc2ccccc2F)c1	0	2	.	7	0	-0.7	4	4	0	1.0
COc1cc(S(=O)(=O)NCC2CCCO2)ccc1Br (stereo not drawn)	-5	-2	2.0	-5	7	0.5	10	-14	2	1.1
Cc1ccc(NS(=O)(=O)c2cccs2)cc1S(=O)(=O)N1CCCCCC1	0	10	.	3	-9	-0.1	6	17	-2	4.3
CSc1nc2nc3c(c(=O)n2[nH]1)CN(Cc1ccccc1)CC3	-3	-4	10	2	-2	-2.5	12	41	2	1.4
CCS(=O)(=O)N1CCC(C(=O)Nc2cccc(F)c2)CC1	17	8	8.3	-11	3	-1.8	16	30	2	-1.8
CCC(C)C12CN3CCN(CC(C)(C3)C1O)C2 (stereo not drawn)	-3	18	.	15	-8	-2.7	4	-3	0	-2.8
Fc1ccc(NC(=S)N2CCCC2)cc1Cl	-1	-14	.	8	-3	-1.4	4	-4	2	1.4
C=CC[C@@H](CC(=O)OC(C)(C)C)C(=O)OC[C@@H]1CCCN1C(=O)[C@@H](CC=C)CC(=O)N[C@H](CO)Cc1ccccc1	6	-2	1.9	8	-1	-0.3	-2	.	1	0.9
OCCC1CN(CC#Cc2ccccc2)CCN1C1CCCC1 (stereo not drawn)	-2	-5	-1.4	-5	-11	-4.8	6	21	-1	-2.6
CCOc1ccc(OCC)c(NC(=O)CN(C)S(=O)(=O)c2cnc[nH]2)c1	-9	8	2.1	-2	2	-1.1	13	6	-5	-0.5
CCOC(=O)N1CCN(C(=O)c2ccc(Cl)c(S(=O)(=O)N3CCCC3)c2)CC1	2	7	4.4	17	3	0.2	1	7	5	4.2
Cc1cccc(-c2nnc(C(C)Nc3cccc(C(=O)NC4CC4)c3)o2)c1 (stereo not drawn)	-6	.	0.5	-2	4	-3.6	4	.	1	.
O=S(=O)(NCc1ccccc1)c1ccccc1NCc1ccc(Cl)cc1	-1	.	-0.1	14	1	-1.8	5	.	2	.
O=c1c2c3c(sc2nc2n1CCC2)CCCC3	-6	6	0.2	1	1	?	6	-23	0	-1.3
O=C(Nc1ccc(CN2CCOCC2)cc1)c1ccc(N2CCCC2)c([N+](=O)[O-])c1	-12	0	.	-2	7	-2.2	1	9	-4	-0.7
Cc1ccc(OCC(=O)N/N=C/c2cccn2C)cc1	-12	7	-2.5	15	10	-3.1	17	17	0	-0.4
Cc1cc(NC(=O)CSCC(=O)Nc2cc(C(F)(F)F)ccc2N2CCCC2)no1	2	3	-0.8	-7	1	0.1	6	.	2	-1.0
O=C(N/N=C/c1ccc([N+](=O)[O-])o1)c1ccncc1	11	1	2.4	9	-3	-2.8	21	20	-2	-0.5
CC(C)Oc1cc(F)ccc1-c1cc(C(=O)Nc2ccc(C(C)C)cc2)[nH]n1	-6	.	-0.3	13	.	-0.4	9	.	-1	.
CC(C)COC(=O)N1CCN(S(=O)(=O)c2ccc3c(c2)CCC3)CC1	-3	-8	-0.2	-4	-1	-2.1	1	.	-3	-0.6
CN1C(=O)c2ccccc2Cc2c(NCc3ccccc3)ncnc21	0	.	3.8	-11	0	-1.0	8	.	-1	.
Cc1ccc(NC(=O)c2ccc(NCC3CCCO3)c([N+](=O)[O-])c2)cc1Cl (stereo not drawn)	1	5	-3.5	2	267*	-3.1	4	8	-2	-0.3
Cc1cc(=O)oc2c3c(cc(OCC(=O)Nc4ccc(CCO)cc4)c12)OC(C)(C)CC3	-4	-19	0.0	-147	4	-8.5	22	16	157*	1.6
CC(NC(=O)c1ccccc1F)C(=O)O (stereo not drawn)	?	9	-0.2	1	-5	-3.9	-11	34	2	3.9
CCc1nnc(NC(=O)C2CC(=O)N(c3ccc4c(c3)OCCO4)C2)s1 (stereo not drawn)	-6	2	.	10	-8	-3.2	-1	1	3	-0.9
O=C(COC(=O)c1ccccc1)Nc1ccc(Cl)cn1	-1	-3	.	-2	-4	-0.8	2	4	3	-2.9
COCCNC(=O)C1(C)CCCN(C(=O)c2ccc(N(C)C)cc2)C1 (stereo not drawn)	9	.	-1.9	6	.	-1.0	-8	.	-3	.
Cn1cccc([N+](=O)[O-])c1=O	0	.	.	2	6	-2.0	23	.	-1	.
CSc1ccc(CN2C(=O)C(C)Oc3c(C(C)=O)cccc32)cc1 (stereo not drawn)	2	.	0.5	-2	.	-2.0	-4	.	1	.
O=C1CCC2(C(=O)O)Sc3ccccc3N12 (stereo not drawn)	-5	7	0.1	0	9	-0.2	-1	23	1	0.4
CCC1CSC(Nc2ccc(C(=O)/C=C/c3ccc(Br)cc3)cc2)=N1 (stereo not drawn)	-8	-53	.	19	-7	-3.8	7	0	-3	-1.3

Among those listed so far, 4 contain a furan ring, fused or not:
SMILES	BoNT-F LC inh	Rv3671c inh	Mtb BioA inh	CCHFV vOTU inh	MazF activator	FadD28 FP inh	GDH-TPI inh	DUSP3 inh	Mtb FBA inh	Mtb UGM inh
CCOc1ccccc1N1CCN(Cc2ccco2)CC1	-1	1	-0.8	-14	-8	-1.9	1	-30	2	2.3
Cc1ccc2cc(CN(Cc3ccco3)S(=O)(=O)c3c(C)ccc4nsnc34)c(=O)[nH]c2c1	-5	-1	-1.4	1	6	-2.8	32*	-12	1	1.6
COc1cccc(N(C(=O)Cn2nnc(-c3cccs3)n2)C(C(=O)NC(C)C)c2ccc(C)o2)c1 (stereo not drawn)	-1	-5	.	1	6	-2.9	-9	19	2	-3.6
O=C(N/N=C/c1ccc([N+](=O)[O-])o1)c1ccncc1	11	1	2.4	9	-3	-2.8	21	20	-2	-0.5

(list continues)
SMILES	BoNT-F LC inh	Rv3671c inh	Mtb BioA inh	CCHFV vOTU inh	MazF activator	FadD28 FP inh	GDH-TPI inh	DUSP3 inh	Mtb FBA inh	Mtb UGM inh
COCCn1c(SCC(=O)N(C(C)C)C(C)C)nnc1-c1cc2ccccc2cc1O	-3	2	5.0	16	6	-1.0	21	6	-2	-3.0
Cn1c(=O)c(-[n+]2ccccc2)c([O-])c2ccccc21	?	0	-1.7	11	-4	0.0	7	21	2	3.1
O=[N+]([O-])/C=C/c1cn(Cc2ccc(Cl)cc2)c2ccccc12	12	-41	.	13	-67	-1.1	5	15	-5	-2.9
CC(CC(=O)NC(C)c1ccc2c(c1)OCCO2)c1ccccc1 (stereo not drawn)	-1	-10	-1.4	-21	1	-1.2	9	-3	3	-1.2
Cc1cccc(S(=O)(=O)C(C#N)c2nc3ccccc3nc2N2CC(C)OC(C)C2)c1 (stereo not drawn)	-8	5	-2.6	-11	-4	-0.1	10	-6	2	5.0
Fc1ccccc1NC(=S)N1CCN(C/C=C/c2ccccc2)CC1	-5	-5	.	1	5	-1.6	9	4	0	-1.3
COc1ccc(OC)c(S(=O)(=O)n2cnc3ccccc32)c1	?	-2	0.0	7	0	-0.3	6	1	0	-1.5
Cc1onc(C(=O)Nc2ccc3c(c2)OCO3)c1[N+](=O)[O-]	-4	2	.	.	-16	-0.3	3	11	-1	1.9
